# Compound activity: PubChem, National Center for Advancing Translational Sciences (NCATS)
# pAkt inh – HTS Assay for Inhibitors of Akt Phophorylation: Primary Screen; Neuro2A IGF-stimulated pAkt S473 HTRF, 20 min; hits give low values; activity change, % for hits at 50 µM; 0.32% of 360,000 active; in the data active = activity change below about -80%; inconclusive = mostly about -51% to -80%; note: % is set by controls: 0 for no effect and ±100 for the full control effect
#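 Neuro2A cells in DMEM with 0.5% FBS, overnight at 37 deg C, given compound at single 50 µM final, then IGF (6 nM final) for 20 min at 37 deg C. Lysed; phospho-Akt Ser473 by HTRF after 24 h, 665/615 ratio.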
# aSyn rescue – qHTS of alpha-syn Inhibitors; Potency, µM (doses to about 46.1 µM), for the others: at the highest dose growth rescue (activation), usual class: activators; 0.14% of 370,000 active; Yeast expressing alpha-synuclein, growth rescue, BacTiter-Glo, 24 h; AID 652106, 2013; note: potency is the fitted concentration of half-maximal effect; % of control where 0% means no effect; nearly all actives have a fitted effect of over 65% in size
#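 Rescue of yeast growth: cells expressing toxic alpha-synuclein, induced in galactose at OD600 0.02, incubated with compound 24 h at 30 C. ATP luminescence quantified growth; inhibitors of toxicity appear as activators.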
# MmCpn inh – Inhibitors of TCP-1 ring complex (TRiC) of Methanococcus maripaludis (MmCpn): qHTS | Chaperonin Mm-Cpn (Methanococcus maripaludis) | purified Mm-Cpn ATPase, ADP Transcreener TR-FRET | Potency, µM (series often up to 76.9 µM), inactives show at the highest dose activity, negative = inhibition, usual class: inhibitors | 0.031% of 330,000 active | AID 504842, 2011; note: potency is the fitted concentration of half-maximal effect; % is set by controls: 0 for no effect and ±100 for the full control effect; nearly all actives have a fitted effect of over 80% in size
#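 TR-FRET (320 nm excitation; 590 and 665 nm emission) reports ADP made from 10 uM ATP by 25 nM enzyme; compounds were preincubated 10 min, reaction run 30 min, both at 37°C.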
# PTHR1 agonist – qHTS for PTHR1 Agonists: Primary Screen. Parathyroid hormone/parathyroid hormone-related peptide receptor (Homo sapiens), Q03431. HEK293 GP2 PTHR1 cells, GloSensor cAMP luminescence, 1 h. Potency, µM (highest dose often 115 µM), inactives show at the highest dose activation, actives largely listed as activators. 0.075% of 410,000 active; note: potency is the fitted concentration of half-maximal effect; nearly all actives have a fitted effect of over 55% in size; some results filed as inactive show a strong effect at the top dose; inactives centre near -15; many of its hits are not listed in these tables
# Target sequence (Q03431 whole entry, looked up): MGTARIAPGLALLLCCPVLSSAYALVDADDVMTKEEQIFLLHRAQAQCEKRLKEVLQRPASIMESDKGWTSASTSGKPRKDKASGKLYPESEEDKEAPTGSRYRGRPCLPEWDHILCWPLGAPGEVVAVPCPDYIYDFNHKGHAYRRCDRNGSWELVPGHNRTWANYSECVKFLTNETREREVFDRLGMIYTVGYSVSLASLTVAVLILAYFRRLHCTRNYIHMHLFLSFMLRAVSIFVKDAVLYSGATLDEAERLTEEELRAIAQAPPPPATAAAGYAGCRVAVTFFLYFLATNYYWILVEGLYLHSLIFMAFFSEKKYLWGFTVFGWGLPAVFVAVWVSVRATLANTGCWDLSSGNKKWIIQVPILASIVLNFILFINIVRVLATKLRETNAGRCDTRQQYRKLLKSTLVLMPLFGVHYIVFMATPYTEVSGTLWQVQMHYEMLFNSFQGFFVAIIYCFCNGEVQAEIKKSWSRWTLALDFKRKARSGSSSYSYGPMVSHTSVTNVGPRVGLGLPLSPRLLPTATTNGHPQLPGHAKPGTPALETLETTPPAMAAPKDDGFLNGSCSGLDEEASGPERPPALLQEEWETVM
#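 HEK-293-derived GP2 cells expressing PTHR1 and a GloSensor cAMP reporter, 3,000/well, plated overnight, given luciferin plus IBMX (each 0.5 mM as added) for 1 h at 37 °C, then compound for 1 h at 37 °C. Luminescence was read after 15 min at room temperature.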
# FUS suppressor – qHTS for Suppressors of FUS Proteinopathy: Primary screen using FUS-linked yeast assay | 0.24% of 390,000 active | Potency, µM (highest dose often 76.6 µM), for inactives: top-dose growth rescue (activation), most hits filed as activators | S. cerevisiae FUS-expressing, growth rescue, OD600, 24 h;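 note: potency is the fitted concentration of half-maximal effect; plate controls were DMSO vehicle for no effect and reference control for full effect; nearly all actives have a fitted effect of over 55% in size; some results filed as inactive show a strong effect at the top dose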
#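 Quantitative HTS measuring growth restoration of FUS-toxic yeast. Galactose-induced cells (OD 0.005) were exposed 24hr at 30C to compounds at several concentrations, then absorbance at 600 nm was recorded.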
# Abeta rescue – qHTS for compounds that reverse cellular toxicity of Amyloid beta (A-beta) peptide in yeast: Primary Screen. yeast expressing A-beta42, growth rescue, OD600, 48 h; response scale: 0% DMSO, 100% iron-clioquinol control. 0.063% of 410,000 active. Potency, µM (titrated, usually from 46.1 µM), inactives show top-dose growth rescue, usual class: activators; note: potency is the fitted concentration of half-maximal effect; nearly all actives have a fitted effect of over 55% in size
#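 Yeast growth medium received pinned compounds, then yeast cells expressing toxic A-beta were added; plates incubated at 30 C for 48 hr. Growth read as absorbance at 600 nm, normalized to DMSO and equimolar FeCl3 plus clioquinol controls.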
# TDP-43 yeast inh – qHTS of TDP-43 Inhibitors; TDP-43 expressing yeast growth rescue, BacTiter-Glo, 24 h; Potency, µM (doses to about 46.1 µM), without a hit: at the top dose growth rescue (activation), hits mostly activators; 1.8% of 410,000 active; note: potency is the fitted concentration of half-maximal effect; % of control where 0% means no effect; nearly all actives have a fitted effect of over 50% in size
#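 In this qHTS, compounds that restore growth of yeast expressing TDP-43 appear as activators. Cells (OD600=0.02, galactose medium, raffinose-pregrown) are incubated with compound 24 hr at 30 deg C and growth is quantified by BacTiter-Glo.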
# GLP1R inv ag – qHTS of GLP-1 Receptor Inverse Agonists (Inhibition Mode) | Glucagon-like peptide 1 receptor (Homo sapiens), P43220 | AID 624417, 2012 | HEK293 GLP-1R CRE-luciferase, luminescence, 24 h; GLP-1R form is constitutively active | Potency, µM (titrated, usually from 38.3 µM), for the others: at the top dose activity change, negative = inhibition, usual class: inhibitors | 1.6% of 410,000 active; note: potency is the fitted concentration of half-maximal effect; % is set by controls: 0 for no effect and ±100 for the full control effect; nearly all actives have a fitted effect of over 55% in size
# Target sequence (P43220 whole entry, looked up): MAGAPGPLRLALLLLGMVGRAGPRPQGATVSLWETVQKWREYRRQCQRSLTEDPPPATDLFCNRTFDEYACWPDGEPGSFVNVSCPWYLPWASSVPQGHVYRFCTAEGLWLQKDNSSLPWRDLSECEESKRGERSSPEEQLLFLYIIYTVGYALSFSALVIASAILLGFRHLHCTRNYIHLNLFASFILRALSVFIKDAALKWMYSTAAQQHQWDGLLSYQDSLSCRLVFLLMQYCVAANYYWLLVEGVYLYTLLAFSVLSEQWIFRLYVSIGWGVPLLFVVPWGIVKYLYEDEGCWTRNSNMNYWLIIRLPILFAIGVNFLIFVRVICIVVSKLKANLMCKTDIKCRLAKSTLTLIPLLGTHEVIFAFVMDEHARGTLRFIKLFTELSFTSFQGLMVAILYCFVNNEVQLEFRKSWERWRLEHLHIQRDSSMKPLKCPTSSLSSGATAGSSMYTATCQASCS
#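 Using stably transfected HEK293 (constitutively active GLP-1R, cAMP-luciferase reporter), compounds were incubated 24 hr and luciferase measured by luminescence.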
# GLP1R cytotox – qHTS of GLP-1 Receptor Inverse Agonists: Cytotox Screen. HEK293 cAMP-luciferase reporter cells, luminescence, 24 h. Potency, µM (doses to about 38.3 µM), without a hit: top-dose activity change, negative = inhibition, most hits filed as inhibitors. 0.13% of 410,000 active. AID 624418, 2012;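 note: loss of luciferase light is scored as toxicity; potency is the fitted concentration of half-maximal effect; % is set by controls: 0 for no effect and ±100 for the full control effect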
#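 Step one: seed cells (200 cells/uL, DMEM with 10% Nu serum, 1% pen-strep). Step two: 12-hour incubation at 37 deg C. Step three: pin 23 nL compound, incubate 24 hr. Step four: add luciferase reagent, read luminescence 12 min later.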
# * marks the source's active call; other numbers are inactive results; i = inactive; ? = inconclusive; . = no result given; & = joins results of further samples; [ ] = remark or other dose. Unless noted, calls come from the whole dose curve; as a rule, active = well fitted curve in the direction sought with a large enough effect; inconclusive = small, poorly fitted or top-dose-only effect, or another doubt; inactive = no such curve, though single readings can be large; an effect the other way counts as inactive or inconclusive.
# Values run as follows: pAkt inh, aSyn rescue, MmCpn inh, PTHR1 agonist, FUS suppressor, Abeta rescue, TDP-43 yeast inh, GLP1R inv ag, GLP1R cytotox
CC1=C(C(=O)Nc2ccc(C)cc2C)C(c2ccccc2C)n2ncnc2N1 (configuration not stated)
  ., 1%, ., -4%, 2%, -10%, 11%, -3%, 3%
CCc1c(C)c2cc(Cl)c(O)c(CN(C)C)c2oc1=O
  i, -7%, -16%, -3%[57.5 µM], 21%, 3%, -11%, 0%, .
Cc1ccc(C)c(NC(=S)NC(NC(=O)N(C)C)C(Cl)(Cl)Cl)c1 (configuration not stated)
  i, 1%, -3%, -5%[57.5 µM], 21%, -6%, -15%, 0%, -17%
CC(=O)C1=C(c2ccccc2)OC(N)=C(C#N)C1c1ccccc1C (configuration not stated)
  i, 9%, 2%, -22%, ., 11%, -7%, -30%, -14%
CN(C)c1ccc(N=Nc2ccc(C(=O)O)cc2)cc1
  i, 8%, -1%, -23%, 11%, -2%, -3%, 2.5µM*, ?
Nc1nc(N)nc(-c2cc(Cl)ccc2Cl)n1
  i, 4%, ., -19%, -34%, -24%, -12%, 7%, 0%
COc1ccc(CCN(C)C2CCCN(S(=O)(=O)N(C)C)C2)cc1OC (configuration not stated)
  i, 3%, ., -15%, -8%, -16%, ., 22%, -6%
CN1CCCN(Cc2nc(-c3cccc(C(F)(F)F)c3)no2)CC1
  i, -3%, -1%, i, 7%, -11%, ., ?, -2%
Cc1cc(C)n(-c2nc(NCCCN(C)C)c3c4c(sc3n2)CCCC4)n1
  i, -4%, 1%, i, 29%, -17%, -5%, ?, ?
Cc1cc(Cl)cc(Cl)c1OCC(=O)NCc1ccco1
  i, 5%, 0%, -17%[57.5 µM], 11%, 4%, 14µM*, ?, 1%
O=C(COc1ccc(F)cc1Cl)Nc1ccc(N2CCOCC2)cc1N1CCOCC1
  i, 22%, -2%, -11%, 21%, 12%, -15%, 7%, 11%
COC[C@@H]1NS(=O)(=O)c2ccc(Br)cc2O[C@H]1c1ccccc1
  i, 6%, ., i, 14%, 5%, 8%, 3%, 6%
CC(C)N1CC(COc2ccc(Br)cc2)OC1=O (configuration not stated)
  i, 2%, 3%, i, -19%, -8%, 22%, -21%, -4%
CC1(C(=O)NCC2CCOCC2)Cc2c(-c3cccc(C(F)(F)F)c3)ccnc2O1 (configuration not stated)
  i, 7%, ., i, 10%, -17%, 3%, ?, ?
O=C(O)c1c(-c2ccccc2)oc2ccc(OCc3c(F)cccc3Cl)cc12
  ., ., ., i, -10%, -20%, 14%, 4%, 1%
Cc1ccc(C)c(NS(=O)(=O)c2cc(C(=O)NCc3ccco3)ccc2C)c1
  i, -9%, 1%, -27%, 8%, 4%, -16%, 0%, -6%
Cc1ccc(NC(=S)NNC(=O)C2CC2c2ccc(C)cc2)cc1 (configuration not stated)
  i, 1%, 0%, 2%[57.5 µM], 28µM*, ?, 0%, 0%, -1%
COc1ccc(NC(=O)Cn2c(C)cc3ccccc3c2=O)c(OC)c1
  ., ., ., i, -16%, -1%, 22%, 1%, -12%
CCNc1c([N+](=O)[O-])c(=O)oc2ccccc12
  i, -1%, -1%, i, 1%, -3%, -6%[9.22 µM], 17%, -8%
Cc1ccc(N(CC(=O)Nc2ccc(C)cn2)S(=O)(=O)c2c(C)nn(C)c2C)cc1
  i, 1%, 0%, i, 24%, 10%, -12%, -4%, -7%
N/C(=N\OC(=O)Cc1ccccc1)c1cccnc1
  i, 0%, -2%, -17%, -3%, -2%, 1%, 11%, 7%
CC(=O)Nc1c2c(nn1-c1ccc(F)cc1)CSC2
  ., -1%, -1%, i, -25%, 2%, 8%, 2%, 4%
COc1ccc(/C(=N/Nc2ncnc3ccccc23)C(=O)O)cc1
  i, -7%, -4%, i, 7%, -19%, -6%, ?, -27%
Cc1ccc(CNC(=O)CCCn2c(=O)[nH]c3ccc(Br)cc3c2=O)cc1
  ., ., ., ?, -29%, -19%, 9%, 7%, 3%
NNC(=O)c1ccc(CN2C(=O)c3cccc4cccc2c34)cc1
  i, 11%, -10%, -17%, 18%, 3%, 27%, -5%, 36%[activator]
COc1cc(/C=C2\C(=O)N(CCC#N)N=C2C)c(Br)cc1OC(C)C
  i, ?, 4%, -23%, 28%, 27%, 8%, 6%, -21%
COc1ccc(C(C)C)cc1S(=O)(=O)Nc1ccc(Cl)cn1
  i, 1%, 0%, i, 3%, 18%, 1%, 3%, 3%
COc1ccc(/C(C)=N/NC(=O)CNC(=O)c2cccnc2)cc1
  i, 0%, 0%, i, 9%, -2%, -6%, -1%, -1%
CCn1c(=O)c(CCC(=O)N2CCOCC2)c(C)c2c(C)nn(-c3ccccc3)c21
  i, 9%, -4%, -9%, 40%, -16%, 7%, -15%, -6%
CCOc1ccc(-c2ccc(SCC(=O)Nc3nnc(C)s3)nn2)cc1
  i, 8%, -1%, -19%, -10%, 4%, 23%, 10%, 10%

# Entries of single compounds from above. Order of screens: pAkt inh | aSyn rescue | MmCpn inh | PTHR1 agonist | FUS suppressor | Abeta rescue | TDP-43 yeast inh | GLP1R inv ag | GLP1R cytotox
# Profile of `CCn1c(=O)c(CCC(=O)N2CCOCC2)c(C)c2c(C)nn(-c3ccccc3)c21` = i | 9% | -4% | -9% | 40% | -16% | 7% | -15% | -6%
# Profile of `COc1ccc(CCN(C)C2CCCN(S(=O)(=O)N(C)C)C2)cc1OC` (configuration not stated) = i | 3% | . | -15% | -8% | -16% | . | 22% | -6%
# Profile of `CCNc1c([N+](=O)[O-])c(=O)oc2ccccc12` = i | -1% | -1% | i | 1% | -3% | -6%[9.22 µM] | 17% | -8%
# Profile of `COc1ccc(NC(=O)Cn2c(C)cc3ccccc3c2=O)c(OC)c1` = . | . | . | i | -16% | -1% | 22% | 1% | -12%

# The main list resumes; the 2 compounds before the break are reprinted first.
# Values run as follows: pAkt inh, aSyn rescue, MmCpn inh, PTHR1 agonist, FUS suppressor, Abeta rescue, TDP-43 yeast inh, GLP1R inv ag, GLP1R cytotox
CCn1c(=O)c(CCC(=O)N2CCOCC2)c(C)c2c(C)nn(-c3ccccc3)c21
  i, 9%, -4%, -9%, 40%, -16%, 7%, -15%, -6%
CCOc1ccc(-c2ccc(SCC(=O)Nc3nnc(C)s3)nn2)cc1
  i, 8%, -1%, -19%, -10%, 4%, 23%, 10%, 10%
Cc1ccc2c(c1)CO[C@]21O[C@H](CCO)C[C@H](O)[C@H]1O
  i, -4%, ., -9%, -32%, 6%, 6%, 7%, -7%
Cc1cccc(NS(=O)(=O)c2ccc3nc(-c4ccccc4)[nH]c3c2)c1C
  i, -5%, 0%, -42%[inhibitor], 2%&-12%, -6%&18%, 15%&12%, -17%&-24%, -6%&-17%
COC(=O)c1ccc(C2/C(=C(/O)c3ccc(OC)cc3)C(=O)C(=O)N2Cc2ccco2)cc1 (configuration not stated)
  i, -3%, 1%, 21%[57.5 µM], 16%, -17%, -25%, 9%, -2%
CCOc1ccc(-n2nc3cc(C)c(N)cc3n2)cc1
  i, -1%, -1%, -29%, -12%, -22%, 6%, -50%, 7%
COc1ccc2sc(-c3ccc(S(C)(=O)=O)cc3)c(-c3ccc4c(c3)OCCO4)c2c1
  i, 16%, ?, -35%, 21%, -11%, 3%, -25%, -22%
COCCOC(=O)C1=C(N)Oc2c(oc(CO)cc2=O)C1c1ccccc1F (configuration not stated)
  i, -4%, 1%, -6%, -11%, 1%, -13%, 2%, 4%
O=C(Cn1c(=O)n(CCC(=O)N2CCc3ccccc3C2)c(=O)c2ccccc21)NCC1CCCO1 (configuration not stated)
  i, -1%, 3%, i, ., -14%, -8%, -14%, -7%
O=C(c1ccc([N+](=O)[O-])cc1)N1c2ncnn2C2(CCCCC2)[C@@H]2CCCC[C@@H]21
  ., ., ., -22%, -2%, 10%, 4%, 5%, 6%
C#CCOCCOCCOCCNc1nc(N2CCN(C(=O)[C@H]([C@@H](C)CC)n3cc(CCC(=O)O)nn3)CC2)nc(N2CCN(C(=O)[C@H](C)n3cc(CCCN=C(N)N)nn3)CC2)n1
  i, 2%, -1%, -26%, -3%, -1%, 3%, 5%, 1%
COC(=O)c1c(C)oc2ccc(OC(=O)c3cccs3)cc12
  i, -9%, -3%, i, 9%, -12%, -1%, 2%, 1%
O=C(NCc1ccc(C(F)(F)F)cc1)c1ccc2c(c1)S(=O)(=O)c1ccccc1C2=O
  i, 6%, ., -22%, -18%, 1%, 10%, 17%, -15%
CCN1C(=O)c2ccccc2S(=O)c2ccc(C(=O)NCc3ccc(OC)cc3)cc21 (configuration not stated)
  i, 12%, 0%, -3%, 23%&26%, 9%&-2%, 22%&21%, -9%&-3%, 14%&-11%
C=CCNc1ccc(C(=O)O)cc1
  i, 11%, 1%, i, 2%, -22%, 14µM*, 8%, 11%
C#CC(C)(O)C1CC(CC(=O)O)C1(C)C (configuration not stated)
  i, -7%, ., -9%, -10%, 18%, -15%, -1%, -3%
O=C1CCC(c2ccccc2)=NN1
  i, 0%, 3%, -20%, 18%, -6%, -4%[9.22 µM], 47%[activator], -10%

# Only part of the results is shown (hit frequency here may not be typical).
